Assay outcomes: PubChem BioAssay, several laboratories
ARFGAP1 inhibitor: inhibitors of rat ARFGAP1 GAP activity, primary screen, biochemical, fluorescence polarization, GDP tracer | ADP-ribosylation factor GTPase-activating protein 1 (Rattus norvegicus), Q62848 | Arfgap1-stimulated ARF1 GTP hydrolysis, GDP FP detection | inhibition, % at 16.5 µM | hit rate 0.26% among 360,000 | AID 651572, 2012;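 active means inhibition above a per-plate limit, mean inhibition of low control wells plus 3 SD, cut at about 25% in these data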;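 further: 0% = DMSO wells with enzyme and 100% = wells lacking Arfgap1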
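Assay system: purified rat His6-Arfgap1 residues 1-136 (GAP domain); Reagent: human Δ17 ARF1 bound to GTP; Dosing: 16.5 µM single point, 1.26% DMSO; Times: GTP hydrolysis reaction 2 h at 25 °C; Signal: FP, GDP Alexa 633 tracer displaced from anti-GDP antibody, 620/688 nm; Measure: % inhibition from polarization.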
rCAG binder: binders of r(CAG) RNA repeats, primary screen, biochemical, fluorescence; inhibition, % at 3 µM; AID 651821, 2012; r(CAG) RNA repeat, TO-PRO-1 dye displacement fluorescence; hit rate 1.3% among 370,000;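 active means inhibition above the plate cutoff, the mean of all test compounds on that plate plus 3 SD, cut at about 35% in these data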;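 further: 0% = DMSO alone and 100% = 100 µM mitoxantrone as full dye displacement; higher means more dye released from RNA so lower well fluorescence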
ADAM10 inh: human ADAM10 inhibitors, primary screen, biochemical, QFRET, HTS | AID 720582, 2013 | Disintegrin and metalloproteinase domain-containing protein 10 (Homo sapiens), O14672 | hit rate 0.62% among 370,000 | recombinant ADAM10, EDANS/DABCYL FRET peptide cleavage, 3 h | inhibition, % at 7 µM;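 active means inhibition above a per-campaign cutoff equal to the mean of compounds falling between control-based bounds plus 3 SD, cut at about 20% in these data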;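 further: 0% = DMSO wells while the 100% control is not disclosed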
Tn6 DDE FP: inhibitors of Tn6 peptide binding to fibrin DD(E), primary screen, biochemical, fluorescence polarization, human fibrin, Tn6 probe. Fibrinogen beta chain (Homo sapiens), P02675. Fibrin DD(E) TRITC-Tn6 fluorescence polarization displacement. hit rate 0.21% among 370,000. inhibition, % at 8.3 µM;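 active means inhibition above a per-campaign cutoff: mean of compounds within control limits plus 3 SD, cut at about 15% in these data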;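 further: 0% = median of all compound wells on the plate and 100% = blocking peptide control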
HGIII-sPLA2 inh: human group III sPLA2 inhibitors, primary screen, biochemical, QFRET, BODIPY PC-A2 liposome substrate; hit rate 0.56% among 370,000; inhibition, % at 12.2 µM; AID 743126, 2013; QFRET BODIPY PC-A2 liposome hydrolysis, fluorescence;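 active means inhibition above mean plus 3 SD of compounds lying within the high and low control bounds, cut at about 19% in these data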;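 further: 0% = median of test compound wells and 100% = no enzyme DMSO wells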
GC-B act: human GC-B receptor activators, primary screen, HEK293 GC-B cells, cGMP TR-FRET, EC30 CNP. Atrial natriuretic peptide receptor 2 (Homo sapiens), P20594. 0% at EC30 CNP, 100% saturating CNP. activation, % at 10 µM. hit rate 0.11% among 370,000;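 active means activation at 10 µM reaching about 35% in either raw or pattern-adjusted values, limit read from the data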
Target sequence (P20594 whole entry, looked up): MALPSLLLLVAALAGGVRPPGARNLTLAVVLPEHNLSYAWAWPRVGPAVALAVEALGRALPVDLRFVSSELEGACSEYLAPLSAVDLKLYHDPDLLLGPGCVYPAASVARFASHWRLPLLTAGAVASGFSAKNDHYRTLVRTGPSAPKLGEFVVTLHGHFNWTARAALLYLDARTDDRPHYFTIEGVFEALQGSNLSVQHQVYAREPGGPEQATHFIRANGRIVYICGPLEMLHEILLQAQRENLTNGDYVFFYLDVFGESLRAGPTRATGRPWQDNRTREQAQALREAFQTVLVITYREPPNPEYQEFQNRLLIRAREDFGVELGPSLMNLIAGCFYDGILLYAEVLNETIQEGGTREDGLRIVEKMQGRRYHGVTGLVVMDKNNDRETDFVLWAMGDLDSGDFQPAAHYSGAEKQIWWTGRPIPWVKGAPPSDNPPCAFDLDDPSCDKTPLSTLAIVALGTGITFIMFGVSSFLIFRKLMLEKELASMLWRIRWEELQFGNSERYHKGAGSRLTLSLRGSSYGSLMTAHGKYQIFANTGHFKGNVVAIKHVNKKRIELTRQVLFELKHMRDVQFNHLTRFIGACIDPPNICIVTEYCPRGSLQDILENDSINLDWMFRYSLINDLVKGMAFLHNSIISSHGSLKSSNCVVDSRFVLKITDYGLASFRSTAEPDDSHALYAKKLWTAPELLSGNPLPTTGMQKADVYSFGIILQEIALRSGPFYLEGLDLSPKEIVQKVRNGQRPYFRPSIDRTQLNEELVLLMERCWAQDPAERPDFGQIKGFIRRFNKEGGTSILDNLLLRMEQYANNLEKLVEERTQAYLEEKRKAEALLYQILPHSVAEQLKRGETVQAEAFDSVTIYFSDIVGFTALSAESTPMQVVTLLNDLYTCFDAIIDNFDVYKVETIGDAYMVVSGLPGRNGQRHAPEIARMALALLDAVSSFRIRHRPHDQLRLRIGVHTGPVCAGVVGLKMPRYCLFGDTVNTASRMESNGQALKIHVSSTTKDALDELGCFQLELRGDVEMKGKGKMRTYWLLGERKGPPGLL
NPR1 activator: GC-A stimulated cGMP production enhancers – HEK293 GC-A cells, cGMP TR-FRET, EC30 ANP, primary screen; Atrial natriuretic peptide receptor 1 (Homo sapiens), P16066; 0% at EC30 ANP, 100% saturating ANP; activation, % at 10 µM; hit rate 0.14% among 370,000; AID 1671463, 2021; in the data active means activation above about 40%
GAA850 FXN act: FXN promoter activators, primary screen, cell-based, luciferase luminescence, HEK293 lucGAA850. HEK293 lucGAA850 FXN promoter luciferase reporter, 24 h; percent of 10 µM SAHA response. activation, % at 6 µM. hit rate 0.56% among 360,000. AID 540364, 2011;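 active means activation above the average of all compounds screened plus 3 SD, cutoff fixed separately per campaign, cut at about 7.5% in these data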;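 further: 0% = DMSO wells and 100% = 10 µM SAHA wells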
KLK7 zymogen act: proKLK7 zymogen activators, primary screen, biochemical, fluorescence intensity; Kallikrein-7 (Homo sapiens), P49862; purified proKLK7, EDANS-DABCYL substrate fluorescence; 100% is mature enzyme control, 0% vehicle; activation, % at 7 µM; hit rate 0.9% among 370,000; AID 652039, 2013;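 active means activation above the mean of all tested compounds plus 3 SD, computed per campaign excluding outliers beyond control limits, cut at about 13% in these data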
ASAP1 inh: inhibitors of human ASAP1 ArfGAP activity, primary screen, biochemical, fluorescence polarization | ASAP1-stimulated ARF1 GTP hydrolysis, GDP FP detection | Arf-GAP with SH3 domain, ANK repeat and PH domain-containing protein 1 (Homo sapiens), … | inhibition, % at 16.5 µM | AID 624377, 2012 | hit rate 0.19% among 360,000; in the data active means inhibition above about 25%;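 further: 0% = vehicle with enzyme and substrate and 100% = no enzyme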
Numbers without * were called inactive; i = inactive; nt = not tested or not shown.

SMILES	ARFGAP1 inhibitor	rCAG binder	ADAM10 inh	Tn6 DDE FP	HGIII-sPLA2 inh	GC-B act	NPR1 activator	GAA850 FXN act	KLK7 zymogen act	ASAP1 inh
O=[N+]([O-])c1cc([N+](=O)[O-])c(Oc2cc(F)cc(F)c2)cc1NN1CCCCC1	-1	1	4	3	0	-6	0	-1.5	0.8	1
CCN=c1scc(-c2ccco2)n1/N=C/c1ccc(O)cc1	21	18	-11	-3	4	-4	-2	2.0	-0.4	9
COc1ccc(Nc2nc(-c3c(C)nc4ncccn34)cs2)cc1	5	2	-24	0	2	-6	-5	3.1	-0.7	-2
O=c1c2c(nc3nc(NCc4cccc5ccccc45)[nH]n13)CCC2	14	2	2	-6	9	-3	-1	2.1	0.2	5
COc1cc(NC(=O)CSc2nc3ccccc3cc2Cc2ccccc2)cc(OC)c1	1	1	-7	-5	2	2	5	0.3	0.2	-3
O=C(C[C@@H]1C/C=C\C[C@H](Cc2ccc(F)cc2)C(=O)OC[C@@H](Cc2c[nH]c3ccccc23)NC1=O)NCCO	1	5	-6	2	-73	-1	-4	-1.6	0.3	3
Cc1cc(Br)ccc1NC(=O)CN(C)Cc1cccs1	12	0	-3	-5	-1	0	0	4.2	-0.6	5
COC(=O)c1cc(-c2ccc(C(C)=O)cc2)c(=O)n2c1CCC2	nt	2	i	7	-5	-4	-1	nt	39*	nt
CCn1c(=NC(=O)C2COc3ccccc3O2)sc2c(OC)ccc(OC)c21 (stereo not drawn)	-1	-2	-8	1	1	1	1	4.0	-0.6	-4
COc1ccc(CCNC(=O)CCC(=O)NC2CCCC(C)C2C)cc1OC (stereo not drawn)	9	-5	6	2	-2	1	1	2.1	-1.2	4
O=C(Nc1cccc(N2CCCC2)c1)c1cccs1	5	10	-5	0	3	-5	1	1.7	0.0	12
CCN(CC(=O)Nc1c(F)cccc1F)C(=O)c1ccc(-c2ccccc2)cc1	-4	-3	0	2	-11	1	-2	0.6	0.4	-4
O=C(/C=C/Nc1ccc(S(=O)(=O)Nc2ncccn2)cc1)c1ccc2ccccc2c1	-7	6	-5	-4	2	-3	5	0.6	-1.1	7
CCn1cc(C(=O)NC2CCCCC2)c(=O)c2cc(S(=O)(=O)N(C)C)ccc21	1	2	-9	-2	2	1	-2	-1.2	0.2	5
COc1ccccc1OCCSc1nc2ccccc2n1CCC(=O)O	8	1	-3	0	-4	-3	-1	0.8	-0.8	-1
CCCN(CCC)C(=O)Cn1ccc(=N)c2ccccc21	3	7	-4	3	0	2	2	2.3	-0.3	-1
Cc1cc(C)n(-c2nc(NC(C)C)nc(NC(C)C)n2)n1	8	-2	3	-5	6	5	3	9.6*	-0.4	-1
Cc1cc(N(CN2CCCC2=O)C(=O)c2ccc(F)cc2)no1	4	-3	3	3	4	4	-2	0.4	0.0	8
CC1CCN(S(=O)(=O)c2ccc(NC(=O)c3ccco3)cc2)CC1	12	0	3	1	-5	7	6	0.2	-0.3	-8
Cc1ccccc1OCC(=O)NCC(=O)OCc1ccc(Br)cc1	6	-8	8	7	-6	-6	-3	1.2	-0.6	0
CCc1cc(CN2CCOCC2)c(NC(=O)c2ccccc2)s1	9	-5	0	-5	-1	1	2	4.1	1.0	0
COc1ccc(/C=N/NC(=O)c2ccncc2)cc1CN1CCN(c2ccc(F)cc2)CC1	5	-7	-1	-1	6	-1	-2	2.6	-0.6	0
C=C(C)COc1cc2oc(=O)c(CC(=O)N3C[C@H]4C[C@@H](C3)c3cccc(=O)n3C4)c(C)c2cc1Cl	-2	-1	i	0	0	-1	6	-0.8	16*	11
CCC(=O)c1ccc(OCC(=O)OCC(=O)N2c3ccccc3CC2C)cc1 (stereo not drawn)	-7	-6	-5	1	-3	0	-3	-0.1	-0.2	10
CCCC12CN3CC(C)(CN(C1)C3c1ccc([N+](=O)[O-])o1)C2=O (stereo not drawn)	-2	1	2	-2	3	0	-2	-1.1	-0.5	-3
CN(Cc1nccs1)C(=O)c1ccc2nc(Cc3ccccc3F)oc2c1	12	-6	4	-4	-8	1	-2	5.1	0.2	1
O[C@@H]1CN(C2CCN(Cc3ccccc3)CC2)CC[C@H]1N1CCCCCC1	11	-12	-3	-3	-9	-7	-11	-1.3	0.5	7
COc1ccc(CN2CCN(C(=O)c3ccc(S(=O)(=O)NCc4ccco4)cc3)CC2)cc1	13	-6	-3	2	-11	1	3	0.9	-0.2	-3
CC(OC(=O)c1cccs1)C(=O)NC1CC1 (stereo not drawn)	-1	-3	-3	0	3	-1	4	1.2	0.2	-3
C=CCC[C@H](Cc1ccc(F)cc1)C(=O)OC[C@@H](NC(=O)[C@H](CC=C)CC(=O)NCCO)c1ccccc1	2	-7	10	-1	-12	-2	-6	0.9	-0.1	-1
COc1ccc(C(=O)NCC(C)NC(=O)c2ccc(OC)cc2)cc1 (stereo not drawn)	-8	-3	-6	3	7	3	-4	-0.5	-0.3	5
CNC(=O)c1c(NC(=O)C2=COCCO2)sc2c1CCN(C(=O)OC)C2	6	-2	-3	-1	-6	-6	-5	-1.4	0.6	1
CN(c1ccccc1)S(=O)(=O)c1cccc(C(=O)NNC(=O)c2ccncc2)c1	3	8	3	5	-2	-3	0	-0.8	0.0	4
CCOc1ccc2nc(SCC(=O)Nc3cc(C)on3)c(C)cc2c1	-6	-3	-4	2	-2	-1	1	0.9	0.4	9
Cc1ccc(Nc2cc(C)nc(-c3ccccc3)n2)cc1	7	5	9	1	-11	0	4	7.5	0.5	-8
CCN(CC(=O)NCc1ccc(Cl)cc1)C(=O)c1oc2ccccc2c1C	19	0	-4	-10	-10	-1	-7	-0.3	-0.2	-11
CCCNC(=O)CN1C(=O)NC(CC)(c2ccc(F)cc2)C1=O (stereo not drawn)	8	-1	-3	-1	-5	4	3	0.4	-0.3	9
COc1cc(COCC(O)CN2CCc3ccccc3C2)cc(OC)c1OC (stereo not drawn)	5	-5	3	-5	-6	-4	-1	-0.2	-1.1	1
CC(=O)Nc1ccccc1NC(=O)C/C(C)=N/NC(=O)Cc1cccc2ccccc12	8	2	0	-5	-12	2	-1	-0.5	0.1	2
O=C(Nc1nnc(SCc2ccc(Cl)cc2)s1)c1cnccn1	-8	19	3	-1	11	6	-3	0.8	0.5	-13
CCn1nnnc1SCC(=O)Nc1cccc(C)n1	8	1	2	-2	5	3	-3	-1.0	0.1	-2
CCOC(=O)C1(C(F)(F)F)N=C(C(F)(F)F)Nc2cc(C)c(C)cc21 (stereo not drawn)	3	1	1	6	10	2	1	0.2	0.2	5
CC(=O)c1c(C)[nH]c(C(=O)N2CCN(c3ccc(F)cc3)CC2)c1C	-2	-8	1	5	-1	0	1	-1.4	-0.1	-13
CCOC(=O)c1[nH]c2ccccc2c1N=C(C)N(CC)CC	-1	-1	-1	-2	-2	4	3	-0.8	-0.7	-11
CC1CN(C(=O)c2cc3cc(Br)ccc3[nH]2)CC(C)O1 (stereo not drawn)	-3	13	-6	2	-4	-3	0	2.9	-0.2	3

The closing three records of the part before come first, to join the parts:
SMILES	ARFGAP1 inhibitor	rCAG binder	ADAM10 inh	Tn6 DDE FP	HGIII-sPLA2 inh	GC-B act	NPR1 activator	GAA850 FXN act	KLK7 zymogen act	ASAP1 inh
CC(=O)c1c(C)[nH]c(C(=O)N2CCN(c3ccc(F)cc3)CC2)c1C	-2	-8	1	5	-1	0	1	-1.4	-0.1	-13
CCOC(=O)c1[nH]c2ccccc2c1N=C(C)N(CC)CC	-1	-1	-1	-2	-2	4	3	-0.8	-0.7	-11
CC1CN(C(=O)c2cc3cc(Br)ccc3[nH]2)CC(C)O1 (stereo not drawn)	-3	13	-6	2	-4	-3	0	2.9	-0.2	3
O=C(O)c1ccc2c(c1)NC(=O)C(N1CCCC1)S2 (stereo not drawn)	-4	-2	-2	-4	0	4	0	3.1	-0.1	9
Cc1ccccc1CSCC(=O)N/N=C/c1cccs1	1	-2	4	5	-12	3	-1	-0.2	0.8	-1
COc1ccc(CNCCC2(O)CC(C)N(C)CC2C)cc1OC (stereo not drawn)	-12	1	-4	6	2	2	0	0.1	-0.1	4
Cc1ccc2nc(SCC(=O)Nc3ccc(C)c(Cl)c3)nc(=O)n2c1	20	-11	-5	8	-2	4	2	2.2	0.6	0
CC(=O)C(=Cc1cn(-c2ccccc2)nc1-c1ccccc1)C(C)=O	-4	0	7	-5	-1	6	2	3.2	-0.4	7
CCC1(c2ccc(Cl)cc2)NC(=S)N(c2ccccc2)N1 (stereo not drawn)	-3	8	-3	0	10	2	-10	2.8	-0.6	4
COc1ccc(C2CC3CN(C4CCCCC4)C(=O)C3N2C)cc1 (stereo not drawn)	nt	2	-5	2	4	2	-2	nt	-0.3	nt
COc1ccccc1NC(=O)CC(c1ccc(F)cc1)c1ccco1 (stereo not drawn)	2	4	11	-3	-13	-4	0	-1.4	-0.4	10
CC(C)CC(=O)[C@@H](O)Cc1ccc(O)cc1	nt	0	-12	2	-1	7	1	nt	-0.4	6
COc1ccc(N2CCN(C(c3cc(OC)ccc3OC)c3nnnn3CC3CCCO3)CC2)cc1 (stereo not drawn)	-4	-10	-11	-2	1	4	-5	1.1	-0.1	4
COc1ccc(N(CC(=O)Nc2ccc(C)cc2C)S(=O)(=O)c2c(C)n[nH]c2C)cc1	-7	0	0	3	-6	2	1	0.3	-0.1	-4
O=C(c1ccc(C(=O)N2CCOCC2)nc1)N1CCOCC1	-9	0	5	5	2	5	-1	1.3	-0.1	-15
CC(C)n1ncc2c(C(=O)O)cc(C3CC3)nc21	1	1	-33	-3	7	3	4	0.3	0.9	13
C=CCOc1ccc(C2c3c(oc4ccccc4c3=O)C(=O)N2CCCN2CCOCC2)cc1 (stereo not drawn)	1	5	-201	4	-8	4	0	-0.3	0.7	-2
Cc1ccc(-c2nc(-c3cccnc3)no2)cc1	-11	0	5	1	-1	-6	1	4.3	-0.3	6
O=c1oc(-c2ccccc2)cc2ccccc12	-6	3	-432	2	-1	-9	-1	1.5	-2.1	7
CC(C)(C)N1C(=O)c2c(C(=O)OCc3ccccc3)[nH]c(-c3ccccc3)c2C1=O	15	3	-9	-8	1	8	8	nt	0.3	7
